# Epigenetic derep = Quantitative High-Throughput Screen for Regulators of Epigenetic Control; AID 1865, 2009; murine LDR cells, GFP reporter derepression, 30 h; actives 0.2% (n = 280,000); Potency, µM (series often up to 53.9 µM), for inactives: at the highest dose GFP activation, actives largely listed as activators; active means well fitted activation curve with a large enough effect; inconclusive means small, poorly fitted or top-dose-only effect; further: % of control where 0% means no effect; nearly all actives have a fitted effect of over 60% in size
#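 Reporter derepression read as number of fluorescent GFP-positive objects, 20-120 um in size, counted by laser-scanning cytometer. Mouse LDR line with an epigenetically silenced CMV-GFP locus; compound incubation 30 h, 37 C.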
# * marks the source's active call; other numbers are inactive results; u = inconclusive. Potency means the concentration at half of the fitted maximal effect.
Epigenetic derep | Compound
-1.9% | Cc1cc(C)c2oc(C(=O)N(Cc3ccc(F)cc3)C3CCS(=O)(=O)C3)cc(=O)c2c1 (stereo not given)
4.9% | Cc1ccc(-n2c(=O)c3ccc(C(=O)NCc4ccco4)cc3n(CC(=O)Nc3ccccc3C(F)(F)F)c2=O)cc1
3.9% | Cc1nnc2c(N3CCN(c4ccccc4F)CC3)nc3ccc(C(=O)c4ccccc4)cc3n12
u | N#Cc1ccccc1S(=O)(=O)N1CCC(Oc2ccc(-n3cnnn3)cc2)CC1
2.1% | Cc1cccc(NC(=O)CSc2ccc(-c3ccccn3)nn2)c1
-1.1% | CCN(CC)S(=O)(=O)c1ccc2c(c1)N(CC(=O)NCc1ccc(F)cc1)C(=O)CO2
12% | N#Cc1cccc(NC(=O)Cn2nc(Cc3ccncc3)c3ccccc3c2=O)c1
u | CCOc1ccccc1NC(=O)CCc1c(C)nc2c(c(C)nn2-c2ccccc2)c1C
-0.1% | O=c1[nH]c2ccc(S(=O)(=O)Nc3cc(Cl)ccc3O)cc2o1
2.9% | O=C(NCc1ccccc1)c1ccc(NC(=O)N2CCSc3ncccc32)cc1
-2.1% | O=C(Cn1cc(SCc2ccc(C(F)(F)F)cc2)c2ccccc21)N1CCCCC1
-1.4% | COc1ccc(CNC(=O)CCc2nc3cccnc3n2Cc2ccccc2)cc1
7.7% | COc1ccccc1CCNC(=O)CCc1c(C)c2cc3c(C)coc3c(C)c2oc1=O
1.3% | Cc1ccc2oc(=O)c3cnn(CC(=O)N4CCN(c5ccc(F)cc5)CC4)c3c2c1
1.9% | CCN(CC)C(=O)Cn1c(SCCOc2ccc(Cl)cc2)nc2ccccc21
-0.8% | COc1ccc(CCNC(=O)CCc2c(C)c3ccc(O)c(C)c3oc2=O)cc1
5.8% | CCC1=Nc2cc(C(=O)NC3CCCC3)ccc2Sc2ccc(Cl)cc21
0.0% | COc1cccc(C2CC(=O)Nc3c2c(=O)n(C)c2ncnn32)c1OC (stereo not given)
7.4% | CCOC(=O)CN(Cc1ccccc1)C(C(=O)NC1CCCCC1)c1ccccc1 (stereo not given)
-0.1% | Cc1ccc(-c2nnc(Nc3ccc(Br)cc3)c3ccccc23)cc1S(=O)(=O)NCC1CCCO1 (stereo not given)
-1.1% | Nc1cc(=O)nc(SCC(=O)Nc2ccc(F)cc2)n1-c1ccc(Cl)cc1
-1.5% | Cc1ccc(S(=O)(=O)NCCc2nnc3ccc(SCc4ccccc4C)nn23)cc1
0.0% | CC(C)COc1ccc(C(=O)Nc2cccc(-c3nc4ccccc4[nH]3)c2)cc1
0.3% | CCc1ccc(-n2c(N3CCN(c4cccc(Cl)c4)CC3)nc3ccccc3c2=O)cc1
u | COc1ccc(Cl)cc1NC(=O)Cn1c(=O)n(CCCC(=O)NCCc2ccc(OC)c(OC)c2)c(=O)c2ccccc21
-1.3% | COc1ccc(C)cc1NC(=O)N(C(C)C)C1CCN(C(C)=O)CC1
u | COc1ccc(Cn2c(=O)c3oc4ccccc4c3n(CC(=O)Nc3cc(C)cc(C)c3)c2=O)cc1
-3.2% | O=C(NCCSCc1ccccc1Cl)C1CCN(S(=O)(=O)Cc2ccccc2)CC1
-0.9% | CCOc1ccc(-n2c(=O)c3c4c(sc3n(CC(=O)NC(C)CC)c2=O)CCCC4)cc1 (stereo not given)
-1.9% | CC(C)CC(=O)n1nc(-c2ccco2)nc1NCc1ccc(Cl)cc1
0.4% | Cc1cc(C)n(-c2nc3cc(Cl)c(Cl)cc3nc2Nc2ccc(F)cc2C)n1
0.8% | COc1ccc(C2CC(=O)c3cc(-c4nc(-c5cccc([N+](=O)[O-])c5)cs4)c(=O)n(-c4ccc(OC)cc4)c3C2)cc1 (stereo not given)
-0.2% | COc1ccc(/C=C\c2onc(C)c2S(=O)(=O)N2CCC(C(=O)Nc3ccccc3OC)CC2)cc1
-0.2% | Cc1cccc(N(CC(=O)Nc2cccc(Cl)c2C)S(C)(=O)=O)c1C
4.8% | O=C(Nc1ccc(C(F)(F)F)cc1)C1CCCN(S(=O)(=O)c2cccc3cccnc23)C1 (stereo not given)
-0.1% | Cc1ccc2c(CNCc3cccs3)c(C(=O)O)n(Cc3ccc(F)cc3)c2c1
-2.0% | O=C(CSc1nc(-c2ccccc2)no1)N1CCN(c2ccccc2)CC1
2.2% | COc1cccc2c1Oc1nc(-c3ccccc3)nc(SCC(=O)N3CCCCC3)c1C2
0.7% | COc1ccc(Br)cc1CNC(=O)CCCn1c(=O)c2cccn2c2cccnc21
0.0% | Cc1cc(O)c(C(=O)c2cnc3c(c2)COc2ccccc2-3)cc1Cl
u | CCOc1ccc(-c2oc3cc(Cl)ccc3c(=O)c2O)cc1OC
4.5% | Cc1ccc(CNC(=O)C2CCN(S(=O)(=O)c3ccc4c(c3)oc(=O)n4C)CC2)cc1
0.4% | CCCN(c1ccc(C(C)C)cc1)S(=O)(=O)c1ccc2c(c1)n(C)c(=O)c(=O)n2C
-0.1% | CCOC(=O)C1=C(C)N=C2SCCC(=O)N2C1c1ccc(OCc2ccccc2)cc1 (stereo not given)
0.0% | COc1cccc(NC(=O)CCc2nc(-c3cc(OC)c(OC)c(OC)c3)no2)c1
4.5% | Cc1ccc2c(=O)cc(C(=O)Nc3sc4c(c3C(=O)NCc3ccco3)CCCC4)oc2c1C
-1.0% | CCOC(=O)c1c(NC(=O)c2cc(=O)c3cc(Cl)ccc3o2)sc(C)c1C
5.3% | Cc1ccccc1CSc1cn(CC(=O)N2CCCCCC2)c2ccccc12
10% | CC(C)c1ccc(C(=O)CC2(O)C(=O)N(CCc3ccccc3)c3ccc(Cl)cc32)cc1 (stereo not given)
0.8% | COc1ccc(CNC(=O)CSCc2nc(-c3ccccc3C)oc2C)cc1
-1.9% | COc1ccc2c(c1)c(N1CCCC1=O)c(C(=O)Nc1ccc(Cl)cc1C)n2C
4.2% | Cc1ccc(OC(=O)CSc2nnc(-c3cccs3)o2)c(C)c1
-1.0% | COc1cc(NC(=O)Cn2nc(C(F)(F)F)c3c2CCC3)cc(OC)c1OC
17% | COc1ccc(NC2=C(c3ccc(C(F)(F)F)cc3)C(=O)c3ccccc32)cc1
0.0% | Cc1cc(Br)ccc1NC(=O)Cn1cnc2sc(C)c(S(=O)(=O)N3CCN(C)CC3)c2c1=O
-1.0% | CC1CCc2c(sc3nnn(CC(=O)Nc4cccc(C(F)(F)F)c4)c(=O)c23)C1 (stereo not given)
u | N#CC1=C(N)N(c2ccc(Cl)cc2)C2=C(C(=O)CCC2)C1c1cc(CN2CCOCC2)cs1 (stereo not given)
-1.3% | Cc1ccc(NS(=O)(=O)c2ccc3oc(=O)c4ncn(C)c4c3c2)cc1C
0.3% | CCOc1ccc(OCC)c(NC(=O)c2csc3c2CCCC3)c1
0.3% | CCn1c(=O)cc(SCC(=O)NCc2cccc(Cl)c2)c2ccccc21

# Carrying on:
Epigenetic derep | Compound
0.1% | Cc1ccc(-c2nnc(Nc3cccc(Br)c3)c3ccccc23)cc1S(=O)(=O)NCC1CCCO1 (stereo not given)
-1.9% | Cc1ccsc1CN(C(=O)c1oc2ccc(F)cc2c1C)C1CCS(=O)(=O)C1 (stereo not given)
-2.6% | COc1cccc(C(=O)Nc2nc3nc(-c4ccccc4)cc(=O)n3[nH]2)c1
0.4% | Cc1ccc(C)c(Nc2cc(C(=O)NCCCN(C)C3CCCCC3)c3ccccc3n2)c1
-1.1% | O=C(c1ccc2c(c1)N(Cc1ccc(Cl)cc1)C(=O)c1ccccc1S2(=O)=O)N1CCCCCC1
4.9% | Cc1ccc(NS(=O)(=O)c2c(C)nc3sccn3c2=O)c(Cl)c1
-1.0% | O=C(O)c1ccc(C2Nc3ccccc3-c3nnc(SCc4ccc(Cl)cc4)nc3O2)cc1 (stereo not given)
-1.1% | COc1ccccc1Cc1nc2ccccc2[nH]c1=O
1.3% | COc1ccccc1CNC(=O)CN1C(=O)COc2ccc(S(=O)(=O)Nc3ccccc3)cc21
4.4% | CCc1cccc(NC(=O)c2oc3ccc4c(c3c2C)C(=O)CC(C)(C)O4)c1
4.7% | Cc1ncc(CO)c2c1Oc1nc(-c3ccccc3)nc(SCC(=O)N3CCCCC3)c1C2
1.1% | COc1ccc(-c2nc(CN3CCC(C(=O)NCc4ccc(F)cc4)CC3)c(C)o2)cc1OC
-2.0% | CCOc1ccc(Nc2oc(/C=C/c3ccc(F)cc3)nc2C#N)cc1
6.2% | CCOc1ccccc1NC(=O)CSC1=Nc2ccccc2C2=NC(CC(=O)NC3CCCCC3)C(=O)N12 (stereo not given)
0.0% | COCc1cc(C)nc2sc(C(=O)Nc3ccc(OC(F)(F)F)cc3)c(N)c12
1.4% | Cc1ccc(N2C(=O)c3n[nH]c(C)c3C2c2ccc(C(C)C)cc2)cc1 (stereo not given)
0.9% | Cc1cccc(N(C)C(CNS(=O)(=O)c2ccccc2)c2ccccc2)c1 (stereo not given)
0.9% | CCc1cccc(C)c1NC(=O)C1CCN(S(=O)(=O)c2cc(Br)cc3c2N(C(C)=O)CC3)CC1
-0.6% | COc1cc(C(CC(=O)NCc2ccc(F)cc2)N2Cc3ccccc3C2=O)cc(OC)c1OC (stereo not given)
u | CCOC(=O)N1CCc2c(sc3c2c(=O)n(Cc2ccccc2)c(=O)n3CC(=O)Nc2c(C)cccc2C)C1
0.8% | Cc1cc(OCCn2cc(C(=O)c3cccs3)c3ccccc32)ccc1Cl
-1.1% | CCC(C)NC(=O)c1cn(CC)c2ccc(S(=O)(=O)N3CCCCC3)cc2c1=O (stereo not given)
3.7% | Cc1nnc(SCC(=O)Nc2ccc(Br)cc2)[nH]c1=O
-1.9% | COc1ccc(CNc2nc(-c3ccco3)nn2C(=O)c2ccccc2Cl)cc1
-0.7% | Cc1cccc(C)c1Nc1c(-c2ccc(O)cc2)nc2sccn12
-1.9% | Cc1cc2oc(C(=O)Nc3c(C(=O)Nc4ccccc4)oc4ccccc34)cc(=O)c2cc1C
3.6% | CCS(=O)(=O)c1c(Nc2ccc(F)c(Cl)c2)sc(C(=O)c2ccccc2)c1N
-0.1% | Cc1ccc2nc(CNC(=O)c3ccccc3)[nH]c2c1
-2.9% | CCOc1cc(C2C(C(=O)OC)=C(C)NC3=C2C(=O)c2ccccc23)cc(Br)c1OCC (stereo not given)
4.3% | Cc1ccc(-c2nnc(Nc3ccc(OC(F)(F)Cl)cc3)c3ccccc23)cc1S(=O)(=O)NC(C)(C)CO
-1.1% | Cc1cc(N2CCC(C(=O)Nc3ccc(F)cc3C)CC2)n2nc(C)c(-c3ccc(Cl)cc3)c2n1
0.0% | Cc1ccc2nc(-c3ccc(NC(=O)COc4ccc(Br)cc4Br)cc3)sc2c1
2.7% | Cc1oc(-c2cccc(Cl)c2)nc1CSc1nnc(C)n2c1cc1occc12
0.0% | COC(=O)c1ccc(Cl)cc1NC(=O)NC(C)c1c(-n2cccc2)sc(C)c1C (stereo not given)
-1.1% | COc1cccc(CNC(=O)COc2cc(=O)n(C)c3ccccc23)c1
u | CCOc1ccc(CC(=O)Nc2c(C(=O)c3ccc(F)cc3)oc3ccccc23)cc1OCC
4.5% | CCc1ccc2occ(CC(=O)Nc3c(C(=O)c4ccc(C)cc4)oc4ccccc34)c2c1
-0.8% | COC(=O)c1c(NC(=O)CCCOc2ccc(C)cc2)sc2c1C(C(=O)OC)CC2 (stereo not given)
1.2% | COc1ccc(CNC(=O)C2CCCCN2S(=O)(=O)c2ccc(F)cc2)cc1 (stereo not given)
1.0% | COc1ccc(-c2nc3cc(C)ccn3c2NC(=O)c2ccc(F)cc2)cc1

# A stretch from the list above, as a working copy:
Epigenetic derep | Compound
0.8% | Cc1cc(OCCn2cc(C(=O)c3cccs3)c3ccccc32)ccc1Cl
-1.1% | CCC(C)NC(=O)c1cn(CC)c2ccc(S(=O)(=O)N3CCCCC3)cc2c1=O (stereo not given)
3.7% | Cc1nnc(SCC(=O)Nc2ccc(Br)cc2)[nH]c1=O
-1.9% | COc1ccc(CNc2nc(-c3ccco3)nn2C(=O)c2ccccc2Cl)cc1
-0.7% | Cc1cccc(C)c1Nc1c(-c2ccc(O)cc2)nc2sccn12
-1.9% | Cc1cc2oc(C(=O)Nc3c(C(=O)Nc4ccccc4)oc4ccccc34)cc(=O)c2cc1C
3.6% | CCS(=O)(=O)c1c(Nc2ccc(F)c(Cl)c2)sc(C(=O)c2ccccc2)c1N
-0.1% | Cc1ccc2nc(CNC(=O)c3ccccc3)[nH]c2c1
-2.9% | CCOc1cc(C2C(C(=O)OC)=C(C)NC3=C2C(=O)c2ccccc23)cc(Br)c1OCC (stereo not given)
4.3% | Cc1ccc(-c2nnc(Nc3ccc(OC(F)(F)Cl)cc3)c3ccccc23)cc1S(=O)(=O)NC(C)(C)CO
-1.1% | Cc1cc(N2CCC(C(=O)Nc3ccc(F)cc3C)CC2)n2nc(C)c(-c3ccc(Cl)cc3)c2n1
0.0% | Cc1ccc2nc(-c3ccc(NC(=O)COc4ccc(Br)cc4Br)cc3)sc2c1
2.7% | Cc1oc(-c2cccc(Cl)c2)nc1CSc1nnc(C)n2c1cc1occc12

# More entries:
Epigenetic derep | Compound
-0.7% | COc1ccc(-c2[nH]c(-c3ccccc3)nc2SCC(=O)Nc2ccc3c(c2)OCCO3)cc1
u | Cc1ccc(NC(=O)C(=O)NCC2(c3ccccc3)CCCC2)cc1Cl
1.2% | CC(=O)c1cccc(Nc2nc(-c3cccc(C)c3)nc3ccccc23)c1
-0.2% | Cc1ccc(NC(=O)C2CCC(CNS(=O)(=O)c3ccc4c(c3)CCCC(=O)N4)CC2)cc1F (stereo not given)
-1.0% | CCc1ccc(CNC(=O)c2cnc3sc(N4CCCCC4)nn3c2=O)cc1
-1.1% | Cc1ccc(C)c(CN2C(=O)c3ccccc3S(=O)c3ccc(C(=O)NCCc4ccc(Cl)cc4)cc32)c1 (stereo not given)
-0.9% | O=C(NCCc1ccccc1)c1cc(-c2cccc(Cl)c2)on1

# Screening results as filed in PubChem BioAssay.

# A portion of the library; rates above refer to the full screens.
